# Source: PubChem (National Center for Advancing Translational Sciences (NCATS))
# Vif-APOBEC3G blk – inhibitors of Vif-APOBEC3G interaction; Q9HC16; HeLa A3G-eYFP + Vif (tagged APOBEC3G with the HIV-1 protein that degrades it), YFP fluorescence, overnight; Potency, µM (doses to about 46.1 µM), for the others: at the highest dose activity, negative = active, most hits filed as inhibitors; actives 0.076% (n = 410,000);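 further: on the % scale 0 is the no-effect control and ±100 the full control effect; nearly all actives have a fitted effect of over 60% in size; hits raise eYFP signal because A3G escapes Vif-driven loss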
#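 Read-out is eYFP fluorescence (Ex 488/Em 500-530) from Vif-expressing HeLa A3G-eYFP cells; more signal means A3G escaped Vif-mediated degradation. Cells plated overnight, compound pinned in, incubated overnight at 37 deg C.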
# 12-LOX inh – blocks human arachidonate 12S-lipoxygenase; Potency, µM (series often up to 108 µM), for the others: at the highest dose activity change, negative = inhibition, hits mostly inhibitors; P18054; actives 1.1% (n = 580,000); purified 12hLO, xylenol orange hydroperoxide absorbance; further: on the % scale 0 is the no-effect control and ±100 the full control effect
#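 Purified human 12hLO (150 nM final) in 25 mM Hepes, 0.01% Triton X-100, pH 7.0 was preincubated 15 min at room temperature with compound. Then 40 uM arachidonic acid was added, 30 min. Hydroperoxide was read by Fe-XO absorbance ratio 573/405 nm.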
# TrxR1 substrate – rat thioredoxin reductase 1 substrate activity. O89049. purified TrxR1 substrate turnover, NADPH consumption readout. actives 0.01% (n = 390,000). Potency, µM (titrated, usually from 114 µM), inactives show at the top dose activity change, negative = substrate turnover; further: on the % scale 0 is the no-effect control and ±100 the full control effect; nearly all actives have a fitted effect of over 50% in size
#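 Rat TrxR1, dispensed at 90 nM, was prereduced with 400 uM NADPH (final) for 5 min at ~22 deg C, then incubated with compound 15 min before 400 uM selenite. A first-read NADPH fluorescence drop versus no-compound background flagged substrates.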
# USP1 inh – inhibitors of human USP1/UAF1 deubiquitinase; recombinant USP1/UAF1, Ub-Rhodamine cleavage fluorescence; O94782; Potency, µM (highest dose often 57.1 µM), for inactives: top-dose activity change, negative = inhibition, most hits filed as inhibitors; actives 0.23% (n = 390,000); further: on the % scale 0 is the no-effect control and ±100 the full control effect; nearly all actives have a fitted effect of over 60% in size; inactives centre near -12
# Target sequence (O94782 whole entry, looked up): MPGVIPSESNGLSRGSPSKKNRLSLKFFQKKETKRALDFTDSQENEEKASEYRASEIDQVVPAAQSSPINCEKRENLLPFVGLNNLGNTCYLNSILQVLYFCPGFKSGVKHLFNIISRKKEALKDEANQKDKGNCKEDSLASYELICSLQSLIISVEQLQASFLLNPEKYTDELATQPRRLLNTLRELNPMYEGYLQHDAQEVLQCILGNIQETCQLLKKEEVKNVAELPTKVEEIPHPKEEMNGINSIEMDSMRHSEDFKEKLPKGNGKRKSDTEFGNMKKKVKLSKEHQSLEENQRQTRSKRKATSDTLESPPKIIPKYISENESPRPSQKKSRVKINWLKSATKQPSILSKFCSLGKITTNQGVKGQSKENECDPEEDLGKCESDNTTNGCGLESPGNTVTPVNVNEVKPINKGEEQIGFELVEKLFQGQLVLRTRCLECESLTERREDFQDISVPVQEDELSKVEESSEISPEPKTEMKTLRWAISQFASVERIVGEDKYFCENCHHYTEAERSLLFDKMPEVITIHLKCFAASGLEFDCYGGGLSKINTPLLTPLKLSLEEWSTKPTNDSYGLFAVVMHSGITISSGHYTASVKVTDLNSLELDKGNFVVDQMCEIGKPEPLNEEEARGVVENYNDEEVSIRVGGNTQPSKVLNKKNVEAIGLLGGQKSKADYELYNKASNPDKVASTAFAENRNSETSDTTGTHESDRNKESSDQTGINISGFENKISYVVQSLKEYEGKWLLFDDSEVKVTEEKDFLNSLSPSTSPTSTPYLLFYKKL
#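 In this screen, compounds sit with the deubiquitinase complex (1nM) for 15 min at room temperature before Ub-Rho is added at 150nM final. Fluorescence rise is then followed for 6 reads every 60 seconds.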
# Vif-APOBEC3F blk – blocks the Vif interaction with APOBEC3F. actives 0.2% (n = 390,000). Potency, µM (top dose mostly 46.1 µM), for inactives: at the top dose activity, negative = active. HeLa A3F-eYFP + Vif (tagged APOBEC3F with the HIV-1 protein that degrades it), YFP fluorescence increase; further: % of control where 0% means no effect; nearly all actives have a fitted effect of over 65% in size
#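 Fluorescence increase (Ex 488/Em 500-530) after overnight compound treatment at 37 deg C flags inhibition of Vif-driven A3F-eYFP loss in stable HeLa A3F-eYFP/Vif cells seeded overnight beforehand.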
# rTrxR1 inhibitor – rat TrxR1 inhibition. O89049. recombinant rTrxR1, NADPH fluorescence consumption, selenite substrate. actives 1% (n = 390,000). Potency, µM (highest dose often 114 µM), without a hit: at the highest dose activity change, negative = inhibition, most hits filed as inhibitors; further: on the % scale 0 is the no-effect control and ±100 the full control effect; nearly all actives have a fitted effect of over 65% in size
#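 Rat TrxR1 (90 nM in the dispensed reagent) was pre-reduced with 400 uM NADPH for 5 min at room temperature, then incubated with compound for 15 min. After 400 uM selenite was added, NADPH fluorescence (Ex 340/Em 450 nm) was followed for 8 min.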
# RGS4 inh – human RGS4 inhibition; Transcreener GDP fluorescence polarization, RGS4-accelerated GTP hydrolysis; actives 0.039% (n = 390,000); AID 504845; Potency, µM (top dose mostly 114 µM), for the others: at the highest dose activity change, negative = inhibition, hits mostly inhibitors; P49798; further: on the % scale 0 is the no-effect control and ±100 the full control effect; nearly all actives have a fitted effect of over 75% in size; some results filed as inactive show a strong effect at the top dose
# Target sequence (P49798 whole entry, looked up): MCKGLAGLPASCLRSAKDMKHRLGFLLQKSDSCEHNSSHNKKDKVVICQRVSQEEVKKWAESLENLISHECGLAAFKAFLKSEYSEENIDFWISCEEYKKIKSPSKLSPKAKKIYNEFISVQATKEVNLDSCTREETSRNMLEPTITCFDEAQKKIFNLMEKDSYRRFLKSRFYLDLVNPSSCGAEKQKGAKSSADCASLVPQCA
#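 MLSMR compounds (23 nl, pin-transferred) preincubated 10 min at room temperature with a 500nM (2x) first reagent, then RGS4 at 900nM (2x) plus Transcreener GDP mix added; fluorescence polarization (620/688 nm) read before and after 90 min at 30 °C.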
# RXFP1 agonist – RXFP1 (human) receptor agonism; Q9HBX9; HEK293T-RXFP1 cAMP TR-FRET, 30 min; response scale: percent of porcine relaxin response, buffer zero; Potency, µM (top dose mostly 57.5 µM), without a hit: at the highest dose activation, most hits filed as activators; actives 0.3% (n = 370,000); further: on the % scale 0 is the no-effect control and ±100 the full control effect; nearly all actives have a fitted effect of over 60% in size; many of its hits are not listed in these tables
#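 Agonist response is measured as cAMP accumulation in an RXFP1-transfected HEK293T line under PDE4 inhibition. Values are scaled between buffer-only and 29 nM porcine relaxin, and EC50s come from standard Hill equation fits.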
# mIDH1 inhibitor – human IDH1 R132H inhibition. AID 602179. actives 0.093% (n = 390,000). O75874. IDH1-R132H enzyme, NADPH consumption, diaphorase/resazurin fluorescence. Potency, µM (titrated, usually from 76.6 µM), without a hit: at the top dose activity change, negative = inhibition, most hits filed as inhibitors; further: on the % scale 0 is the no-effect control and ±100 the full control effect; nearly all actives have a fitted effect of over 65% in size
#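 IDH1-R132H (0.5 ug/mL) preincubated 30 min with compound, then NADPH (0.016 mM) and alpha-KG (2 mM) added; 80 min at RT, pH 7.5. Remaining NADPH coupled via diaphorase/resazurin to fluorescence (540/590 nm); concentration-response curves normalized to no-enzyme control.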
# * hit, by the source's call; i = inactive; ? = inconclusive; nt = no result given; & = joins results of further samples; [ ] = dose if it differs, or a comment. The call rests on the fitted dose curve; in most records, active means well fitted curve in the direction sought with a large enough effect; inconclusive means small, poorly fitted or top-dose-only effect, or another doubt; inactive means no such curve, though single readings can be large; an effect the other way counts as inactive or inconclusive. Potency means the concentration at half of the fitted maximal effect. Only part of the results is shown; count on the stated rates, not on these rows.
SMILES,Vif-APOBEC3G blk,12-LOX inh,TrxR1 substrate,USP1 inh,Vif-APOBEC3F blk,rTrxR1 inhibitor,RGS4 inh,RXFP1 agonist,mIDH1 inhibitor
Cc1cccc(S(=O)(=O)c2cn(Cc3ccccc3)c3cc(N4CCOCC4)c(F)cc3c2=O)c1,2.2%,-27.2%,17.6%,-8.4%,0.9%,17.5%,-7.7%,5.2%,-0.8%
CCOc1ccc(C(=O)c2cn(Cc3ccccc3)c3c(F)cc(F)cc3c2=O)cc1,-2.1%,-14.8%,-0.9%,-14.7%,0.2%,9.6%,-1.8%,-1.2%,3.9%
O=C1CN(C(=O)COc2ccc(Br)cc2Br)c2ccccc2N1,1.2%,0.0%,-7.6%,-7.3%,-12.4%,10.1%[57.1 µM],-0.3%,-1.2%,-0.6%
O=C(c1ccc2nc(Cc3cccc(Cl)c3)oc2c1)N1CCC(CO)CC1,-1.0%,3.8%,2.6%[57.1 µM],-19.4%,0.3%,32.6%[57.1 µM],-17.3%[56.9 µM],-1.3%,3.5%
O=C(NCc1cccnc1)Nc1cccc(Cl)c1Cl,3.8%,261.3%[activator],-5.0%,-10.3%,-0.9%,3.2%,12.1%,0.2%,-6.1%
CC1CCCN(CCCNC(=O)C2CC(=O)N(c3ccc(F)c(Cl)c3)C2)C1 (configuration not stated),1.2%,11.1%,-2.1%,-9.6%,-12.5%,-7.3%,6.6%,4.2%,-0.3%
COc1ccccc1N(CC(=O)N1CCN(c2ccc(F)cc2)CC1)S(=O)(=O)c1ccc(C)cc1,0.3%,140.8%[activator],-9.5%,-16.1%,5.1%,-9.3%,-28.3%,-1.3%,6.2%
Fc1ccc(CSc2nncn2NC/C=C/c2ccccc2)cc1,0.4%,-14.6%,-9.1%,3.0%,-2.6%,-14.3%,6.9%,0.2%,-0.3%
CCN(CC)CCNC(=O)c1ccc(NC(=O)c2cc(S(=O)(=O)N3CCCCC3)ccc2N2CCOCC2)cc1,-3.3%,?,-4.2%,-17.0%,1.9%,1.1%,-23.9%,nt,1.7%
CCOC(=O)c1c(C)[nH]c(CCC(=O)Nc2cc(C)cc(C)c2)c1C,4.5%,-21.4%,-5.2%[57.1 µM],-27.8%,-13.3%,-0.2%[57.1 µM],-8.0%,0.5%,-10.4%
Cc1ccc(S(=O)(=O)N2CCN(C(=O)c3ccc(-n4cncn4)c([N+](=O)[O-])c3)CC2)cc1C,5.1%,-26.2%,10.6%[11.4 µM],-0.6%,3.4%,29.2%[11.4 µM],6.6%,-1.1%,5.2%
CCCN(CCC)CCNC(=O)C(NS(=O)(=O)c1ccc2c(c1)CCC(=O)N2)c1ccccc1 (configuration not stated),-0.2%,nt,7.3%,-13.0%,-9.3%,?,4.6%,0.6%,13.4%
CCCOC(=O)c1c(NC(=O)CCC(=O)O)sc2c1CCCCC2,1.0%,-0.8%,-4.6%[57.1 µM],-23.2%,?,-5.4%[57.1 µM],15.4%,3.0%,-4.2%
Cc1sc(NC(=O)COc2ccccc2)c(C#N)c1C,-2.2%,?,-1.8%,-9.5%,1.5%,2.7%,?,1.3%,4.9%
CN1CCN(c2ccccc2NC(=O)c2ccc3c(c2)OCCO3)CC1,0.2%,-0.8%,-9.9%,-5.7%,-0.4%,16.1%[57.1 µM],4.3%,2.5%,2.2%
COc1ccc(N2CC(NC(=O)c3cc4ccccc4o3)CC2=O)cc1 (configuration not stated),-10.0%,0.1%,7.4%[57.1 µM],16.8%,0.1%,13.8%[57.1 µM],7.1%,2.6%,5.9%
CC(=O)N1CCc2cc(S(=O)(=O)NC(C(=O)Nc3ccc(C)cc3C)C(C)C)ccc21 (configuration not stated),-0.9%,-2.2%,0.8%,-13.6%,-1.9%,13.7%,20.6%,0.3%,2.5%
Nc1cc(Br)c(N)c(Br)c1,-1.8%,0.0%,3.0%,-2.9%,-5.9%,1.9%,-47.5%,-4.2%,4.7%
Oc1ccccc1C1=NOC(O)(C(F)F)C1 (configuration not stated),0.7%,0.0%,5.3%[57.1 µM],-9.5%,8.9%,14.4%[57.1 µM],9.0%,2.8%,3.2%
Clc1nc(NCCN2CCOCC2)nc(NCc2ccccc2)n1,-2.5%,0.6%,0.9%,-10.4%,0.1%,9.4%,1.2%,0.9%,-3.8%
CN1CCN(CC(=O)Nc2ccccc2[N+](=O)[O-])CC1,-0.6%,-13.3%,-9.1%,-3.7%,-7.8%,-13.2%,-22.6%,-1.3%,-2.6%
O=C(Nc1ccc2c(c1)OCCO2)C1CCCN(c2ncccn2)C1 (configuration not stated),-4.0%,-0.6%,-7.3%,-20.8%,5.8%,-7.7%,-9.8%,2.4%,4.7%
COc1cc(OC)cc(-c2nnc(NC(=O)Cc3ccc(F)cc3)o2)c1,-8.2%,0.1%,-6.9%,-3.5%,2.7%,-13.7%,3.1%,1.4%,-2.0%
Cc1nn(-c2ccc(Cl)nn2)c(=O)c2ccccc12,-1.5%,27.4%,10.6%[57.1 µM],-1.7%,-5.0%,29.1%[57.1 µM],10.3%,3.8%,-2.1%
COc1ccc(NC(=O)C(C)N2C(=O)c3ccccc3C2=O)cc1S(=O)(=O)N1CCOCC1 (configuration not stated),-5.1%,8.2%,0.0%[57.1 µM],-4.8%,-12.1%,2.0%[57.1 µM],-11.8%,4.6%,-0.1%
# (cont.)
SMILES,Vif-APOBEC3G blk,12-LOX inh,TrxR1 substrate,USP1 inh,Vif-APOBEC3F blk,rTrxR1 inhibitor,RGS4 inh,RXFP1 agonist,mIDH1 inhibitor
CC(NC(=O)COc1ccc(Br)cc1)C(=O)O (configuration not stated),0.6%,?,10.6%[57.1 µM],-7.7%,1.8%,21.5%[57.1 µM],-11.6%,-1.7%,4.2%
Cc1ccc(NC(=O)CNC(=O)c2ccccc2F)cc1Cl,4.1%,-20.7%,9.7%,-7.5%,1.3%,44.4%[activator],10.4%,-0.1%,4.7%
C/C(=C\c1ccccc1)CN1CCN(C(C)C)C(CCO)C1 (configuration not stated),2.4%,0.4%,-0.7%,-0.8%,-1.1%,3.2%,23.4%,1.1%,-2.4%
Nc1nc(F)nc2c1ncn2[C@@H]1O[C@H](CO)[C@@H](O)[C@@H]1O,4.5%,5.2%,1.7%,-22.7%,-8.8%,2.9%,-13.6%,-0.6%,6.6%
Cc1nc2ccccn2c1C(=O)NNC(=O)Nc1cccc(C(F)(F)F)c1,-1.1%,i,-1.4%,-7.4%,-2.5%,8.4%,25.2%,9.8%,-10.9%
COc1cccc(CNC(=O)c2cc(C)nc3ccccc23)c1,-4.4%,-1.8%&-3.3%,1.2%[0.457 µM],?,5.2%,9.4%,3.9%,0.8%,1.2%
Cc1occc1-c1nnc(SCC(=O)N2CCCCC2)n1C,-3.6%,-16.4%,3.1%[57.1 µM],-14.9%,-6.8%,9.9%[57.1 µM],4.8%,0.0%,-5.1%
CC(C)CCNC(=O)C1C2C=CC3(CN(Cc4ccccc4Cl)C(=O)C13)O2 (configuration not stated),-8.0%,4.2%,4.6%,-24.9%,0.7%,3.9%,5.3%,-0.3%,12.4%
CCCCn1c(SCC(=O)c2ccc(O)c(O)c2)nc2ccsc2c1=O,3.0%,nt,-2.3%,-19.2%,6.7%,-8.9%,14.7%,0.3%,0.8%
CC(=O)N1CCOc2ccc(S(=O)(=O)N3CCC(C(=O)Nc4ccc(F)cc4)CC3)cc21,0.1%,17.0%,-3.4%,-24.9%,0.6%,9.6%,-18.6%,1.4%,0.0%
COC(CN1C(=O)C(=O)/C(=C(/O)c2ccccc2)C1c1ccccn1)OC (configuration not stated),-1.2%,-9.1%,-16.6%,-21.9%,-5.5%,-9.8%,-28.0%,6.1%,4.2%
OCCCNC(=S)Nc1ccc(Br)cc1Cl,-1.2%,0.0%,-11.4%[57.1 µM],-12.3%,-4.8%,25.3%[57.1 µM],-27.8%,-1.5%,4.5%
N/C(=N\OC(=O)c1cnn(-c2ccccc2)c1C(F)(F)F)c1cc(C(F)(F)F)cc(C(F)(F)F)c1,2.6%,99.2%[activator],-7.8%[57.1 µM],-11.3%,?,3.0%[57.1 µM],3.0%,3.3%,-0.4%
Cc1ccc(NC(=O)Cn2cc(C(=O)C3CC3)c3ccccc32)cc1C,1.7%,-12.0%,2.4%,-3.4%,-4.2%,22.9%,22.1%,15.9%,-13.5%

# Retrieved by structure from the list above, 3 records:
SMILES,Vif-APOBEC3G blk,12-LOX inh,TrxR1 substrate,USP1 inh,Vif-APOBEC3F blk,rTrxR1 inhibitor,RGS4 inh,RXFP1 agonist,mIDH1 inhibitor
Nc1nc(F)nc2c1ncn2[C@@H]1O[C@H](CO)[C@@H](O)[C@@H]1O,4.5%,5.2%,1.7%,-22.7%,-8.8%,2.9%,-13.6%,-0.6%,6.6%
Cc1ccc(NC(=O)Cn2cc(C(=O)C3CC3)c3ccccc32)cc1C,1.7%,-12.0%,2.4%,-3.4%,-4.2%,22.9%,22.1%,15.9%,-13.5%
Cc1occc1-c1nnc(SCC(=O)N2CCCCC2)n1C,-3.6%,-16.4%,3.1%[57.1 µM],-14.9%,-6.8%,9.9%[57.1 µM],4.8%,0.0%,-5.1%
